Autophagy HCS – alters autophagy in cells; MEF GFP-LC3 puncta imaging; test concentration mostly 10 µM; calls only at 10 µM (by protocol); actives 0.98% (n = 190,000);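 active = percentage of spot-positive cells more than 3 SD above its plate mean, without a fluorescence outlier flag or 80% toxicity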;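 also: spot-positive cell cutoff set from DMSO-treated cells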
bCat nuc transl – alters nuclear translocation of beta-catenin in HeLa cells. actives 0.3% (n = 190,000). nuclear translocation activity, % at 5 µM. immunofluorescence imaging;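 active = nuclear translocation activity above 50% at 5 µM, with a well cell count of 50 or more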;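 also: per-cell ratio of nuclear to cytoplasmic median beta-catenin stain intensity; plate controls were DMSO negative control for no effect and GSK-3 inhibitor IX positive control for full effect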
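Signal – beta-catenin immunofluorescence imaging with DAPI · Test system – human HeLa cell line · Dosing – 5 µM primary single dose, 0.1% DMSO, 0.02–20 µM confirmation series · Measure – % activation, nuclear-to-cytoplasmic median beta-catenin signal ratio per cell · Incubation – 24 h compound exposure at 37°C, 5% CO2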
T cell HTS – T cell immune modulation candidate. 2C CD8+ T cell-vesicle binding, flow cytometry; hits give low values. actives 0.068% (n = 330,000). calls only at 7 µM;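 active = response, share of CD8 T cells binding vesicles, and their 90th percentile fluorescence all below set limits, cut at about 80% in these data, passing the limit was not always enough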
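Read-out – percent CD8+ FL2 mean versus row control · System – murine 2C transgenic CD8+ T lymphocytes · Times – 1.5 h cell–vesicle binding at 37 °C, then 20 min icy labelling · Control set – naked vesicles low, QL9 vesicles with vehicle high · Detection – cytometric PE anti-B7-1 and Alexa647 anti-CD8 signals after 1% paraformaldehyde fixation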
Insulin prom up – MIN6 insulin promoter up-regulation. AID 1625. z-score at 5 µM. actives 0.3% (n = 190,000). MIN6 insulin promoter-GFP reporter, high-content imaging; hits give high values;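 active = z-score above 3 at 5 µM with at least 500 cells counted in the well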
PMI inhibition – MPI inhibition at elevated mannose 6-phosphate – biochemical, fluorescence intensity, high mannose 6-phosphate, primary screen (AID 1220); recombinant PMI enzyme, coupled fluorescence intensity; higher % means a stronger effect; inhibition, % at 20 µM, or IC50 in µM where a hit was titrated; actives 0.66% (n = 190,000)
Lipid droplet – hepatic lipid droplet formation modulation. AML12 mouse hepatocytes, oleate lipid droplets, BODIPY imaging. inhibition, % at 6.5 µM. actives 0.4% (n = 240,000). AID 1656;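 active = lipid droplet intensity inhibited by at least 50%, with more than 500 cells counted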
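Test system: AML12 mouse liver cells; schedule: overnight exposure; technique: high-content imaging of BODIPY-stained droplets and DAPI nuclei; read-out: % inhibition of corrected integrated BODIPY droplet signal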
TNAP activation fold – stimulation of alkaline phosphatase TNAP activity – biochemical, luminescent, no phosphate acceptor, uHTS, primary screen (AID 1001); purified TNAP, luminescent activation assay, no phosphate acceptor; higher activation fold means a stronger effect; activation fold at 20 µM, or EC50 in µM where a hit was titrated; actives 0.03% (n = 200,000); in the data active = activation fold from about 3, or a potency from the dose series; inactive = the rest, 99 in 100 with activation fold below about 1.6; also: many of its hits are not listed in these tables
human PMI inhibition – MPI enzyme activity inhibition – biochemical, fluorescence intensity, coupled assay, primary screen (AID 1209); actives 0.42% (n = 190,000); inhibition, % at 20 µM, or IC50 in µM where a hit was titrated; purified PMI enzyme, coupled fluorescence intensity; higher % means a stronger effect;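 also: plate controls were DMSO vehicle for no effect and wells lacking substrate for full effect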
MT stabilize HCS – stabilizes microtubules in HeLa cells; HeLa tubulin immunostaining HCS, 24 h; share of cells brighter than vehicle mean+2SD; % tubulin-high responders, % at 10 µM; actives 0.83% (n = 200,000);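 active = plate Z-score above 3 for both tubulin-high and condensed-nucleus cell shares, with cell loss under 80%, at 10 µM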;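 also: anti alpha tubulin signal scored within the nucleus-defined area of each cell; some results filed as inactive read as strong as hits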
Insulin prom up cell count – second read-out of Insulin prom up, no call of its own (marks repeat the call); cell count; measured here: cytotoxicity, nuclei count;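 total cells summed across four imaged fields per well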
Lipid droplet cells 6.5 µM – recorded beside Lipid droplet, whose call it bears; cell count; measured here: cell count, cytotoxicity flag;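 cells counted across two imaged fields per well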
bCat nuc transl cell count 5 µM – also measured in bCat nuc transl; calls as there; cell count; measured here: cell count, cytotoxicity flag
T cell HTS vesicle-bound % – second read-out of T cell HTS, no call of its own (marks repeat the call); double positive events, %; measured here: CD8+ vesicle-bound cell fraction;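 binding gate set so that unloaded-vesicle control wells show 10% double positive cells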
MT stabilize HCS Hoechst-high % – second read-out of MT stabilize HCS, no call of its own (marks repeat the call); % Hoechst-high responders; measured here: nuclear condensation Hoechst responders;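 share of cells brighter than vehicle mean plus two SD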
MT stabilize HCS cytotoxicity % – further read-out of MT stabilize HCS, marked with its call; toxicity, %; measured here: cytotoxicity by cell density;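 0% = mean cell density of plate MIN control wells and 100% = no cells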
Autophagy HCS cell loss 18 h – further read-out of Autophagy HCS, marked with its call; toxicity, %; measured here: cell loss, nuclei count;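 cell loss after 18 h compound exposure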
* marks the source's active call; other numbers are inactive results; i = inactive; nt = not tested or not shown; + = active, no number. Rule as the data show it, unless noted: active = inhibition above about 50%; inactive = the rest. This is a random part of the collection; any-hit rate near 2.9%.

SMILES | Autophagy HCS | Autophagy HCS cell loss 18 h | bCat nuc transl | bCat nuc transl cell count 5 µM | T cell HTS | T cell HTS vesicle-bound % | Insulin prom up | Insulin prom up cell count | PMI inhibition | Lipid droplet | Lipid droplet cells 6.5 µM | TNAP activation fold | human PMI inhibition | MT stabilize HCS | MT stabilize HCS Hoechst-high % | MT stabilize HCS cytotoxicity %
OCCC1CN(Cc2ccc(-c3ccco3)cc2)CCN1Cc1ccsc1 (stereo not given) | i | -6 | 1.2 | 1007 | i | 36 | -0.37 | 1551 | 11% | -8 | 693 | 1 | 12% | 2.5 | 1.9 | 5.4
CN(C)S(=O)(=O)c1ccc2c(c1)c(=O)c(C(=O)NCCCN1CCCCCC1)cn2C | nt | nt | 0.9 | 1112 | i | 50 | 0.75 | 1540 | 24% | 10 | 665 | 1.1 | 25% | 5.4 | 1.5 | 4.0
COCCNC(=O)CN1CCN(C(c2ccccc2)c2ccccc2)CC1 | i | 5 | -1.7 | 1103 | i | 5 | 0.34 | 1627 | 12% | -4 | 615 | 1.1 | 24% | 2.0 | 2.6 | 4.3
COc1ccc(CNC(=O)CN(Cc2ccccc2)C(=O)c2csnn2)cc1 | i | 8 | -6.1 | 1086 | i | 24 | -0.01 | 1417 | -5% | nt | nt | 1.1 | -3% | 3.6 | 1.6 | 8.0
COc1cccc(C2=CC(c3ccc(C)cc3)n3ncnc3N2)c1 (stereo not given) | i | 43 | nt | nt | i | 61 | nt | nt | -28% | nt | nt | 1.1 | -39% | 2.7 | 1.8 | 9.6
N/C(=N\OC(=O)c1ccccc1Cl)c1ccccc1 | i | -1 | 1.2 | 1335 | i | 52 | -0.16 | 1511 | 10% | nt | nt | 1.1 | 10% | 2.2 | 2.3 | 10
CCN(CC)CCOC(=O)c1ccc(N/C=C(/C#N)c2nc(-c3ccc(OC)cc3)cs2)cc1 | nt | nt | -0.8 | 1351 | i | 35 | -1 | 943 | nt | 21 | 682 | nt | nt | nt | nt | nt
Cn1nc([N+](=O)[O-])nc1Oc1ccccc1C(=O)N1CCOCC1 | i | 5 | -5.1 | 1140 | i | 63 | -0.09 | 1404 | 8% | 9 | 634 | 1.1 | -4% | 4.2 | 2.3 | 8.0
O=C(NCc1ccc2c(c1)OCO2)c1ccc2c(=O)n(C3CCCC3)c(=O)[nH]c2c1 | i | -16 | -1.3 | 842 | i | 63 | 0.15 | 1322 | 13% | nt | nt | 0.9 | 2% | 1.8 | 2.1 | 8.3
Cc1ccc(S(=O)(=O)Nc2cc(C)c(O)c(S(=O)(=O)c3ccc(C)cc3)c2)cc1 | i | -7 | -1.5 | 1215 | i | 31 | 0.91 | 1468 | -1% | nt | nt | 0.9 | 4% | 3.6 | 2.0 | 6.7
O=c1[nH]cc(COCC(F)CCl)c(=O)[nH]1 (stereo not given) | nt | nt | -1.4 | 1398 | i | 41 | 1.8 | 926 | nt | 15 | 662 | nt | nt | nt | nt | nt
CC(=O)NCc1cc(-c2ccc(Cl)cc2)no1 | i | 19 | -1.6 | 1058 | i | 26 | 0 | 1674 | -8% | 0 | 677 | 1.1 | -6% | 2.4 | 1.9 | 4.9
Cc1c(Cl)cccc1N1C(=O)CC(NNC(=O)c2cccs2)C1=O (stereo not given) | i | 22 | -0.6 | 1097 | i | 57 | -0.5 | 1400 | -2% | 28 | 699 | 1.2 | -8% | 3.1 | 1.3 | 8.1
COc1cc(NC(=O)C2=C(N3CCOCC3)/C(=C\c3ccc(Cl)cc3Cl)CC2)cc(OC)c1OC | i | -5 | nt | nt | i | 31 | 0.74 | 1527 | 22% | 6 | 681 | 1.1 | 15% | 2.6 | 4.0 | 9.5
COc1ccc(OCCNC(=O)C(c2ccccc2)c2ccccc2)cc1 | i | -21 | nt | nt | i | 64 | nt | nt | -9% | nt | nt | 1 | -10% | 2.1 | 1.4 | 6.5
COc1ccc(CNC2CCCc3ccccc32)cc1OC (stereo not given) | i | -1 | 0.2 | 836 | i | 19 | 0.69 | 1439 | -5% | -15 | 395 | 1 | 6% | 2.4 | 2.4 | 11
CCN1CCc2c(OCc3ccc(C)cc3)cccc2C1=O | i | 28 | -1.1 | 1103 | i | 46 | -0.82 | 1174 | -2% | 1 | 742 | 1.1 | 1% | 2.6 | 2.5 | 0.2
COc1ccc(N2CCN(C(=O)CCN3C(=O)C4C5C=CC(C5)C4C3=O)CC2)cc1 (stereo not given) | i | 41 | -0.4 | 1102 | i | 52 | -0.23 | 1050 | 2% | -1 | 684 | 1 | -11% | 3.6 | 1.5 | 2.7
CCCOP(=O)(OCCC)C(NC(=O)C(C)(C)C)c1ccccc1 (stereo not given) | i | -12 | -1.0 | 1104 | i | 55 | -0.19 | 1546 | 7% | -33 | 599 | 1.1 | 5% | 3.5 | 2.5 | 9.5
COc1ccc(C)cc1-n1nnnc1SCC(=O)NC(=O)NCc1ccco1 | i | 3 | 1.1 | 1017 | i | 38 | 0.45 | 943 | -8% | -19 | 760 | 1.1 | 4% | 1.9 | 2.4 | 5.9
O=C(CSc1nc(-c2ccccc2)nc2c1CCCC2)N1CCOCC1 | i | 8 | nt | nt | i | 21 | nt | nt | -2% | -2 | 731 | 1.1 | 0% | 2.3 | 1.4 | 4.6
Cc1ccc(CNc2nc3c([nH]2)c(=O)n(C)c(=O)n3C)cc1 | i | 4 | 2.9 | 1145 | i | 30 | nt | nt | 14% | nt | nt | 1 | 8% | 1.9 | 2.4 | 11
O=C(Nc1ccc2nc3n(c(=O)c2c1)CCCCC3)c1ccccc1Cl | i | 1 | 0.3 | 1106 | i | 34 | 1.2 | 982 | -2% | nt | nt | 0.8 | -6% | 2.3 | 2.9 | 2.6
Cc1ccc(C(=O)N/N=C\c2cccs2)cn1 | i | 3 | nt | nt | i | 39 | nt | nt | -4% | 40 | 732 | 1.1 | -9% | 4.1 | 1.8 | 5.6
Cc1ccc(C)c(-c2cc(C(=O)NN3CCOCC3)c3ccccc3n2)c1 | i | 21 | 0.8 | 1426 | i | 45 | -0.32 | 1608 | 11% | nt | nt | 1 | 10% | 5.1 | 2.4 | 4.6

Entries of single compounds, looked up by structure. Order of screens: Autophagy HCS | Autophagy HCS cell loss 18 h | bCat nuc transl | bCat nuc transl cell count 5 µM | T cell HTS | T cell HTS vesicle-bound % | Insulin prom up | Insulin prom up cell count | PMI inhibition | Lipid droplet | Lipid droplet cells 6.5 µM | TNAP activation fold | human PMI inhibition | MT stabilize HCS | MT stabilize HCS Hoechst-high % | MT stabilize HCS cytotoxicity %
Profile of `CCN1CCc2c(OCc3ccc(C)cc3)cccc2C1=O` = i | 28 | -1.1 | 1103 | i | 46 | -0.82 | 1174 | -2% | 1 | 742 | 1.1 | 1% | 2.6 | 2.5 | 0.2
Profile of `COc1cccc(C2=CC(c3ccc(C)cc3)n3ncnc3N2)c1` (stereo not given) = i | 43 | nt | nt | i | 61 | nt | nt | -28% | nt | nt | 1.1 | -39% | 2.7 | 1.8 | 9.6
Profile of `Cc1ccc(S(=O)(=O)Nc2cc(C)c(O)c(S(=O)(=O)c3ccc(C)cc3)c2)cc1` = i | -7 | -1.5 | 1215 | i | 31 | 0.91 | 1468 | -1% | nt | nt | 0.9 | 4% | 3.6 | 2.0 | 6.7
Profile of `COc1ccc(C)cc1-n1nnnc1SCC(=O)NC(=O)NCc1ccco1` = i | 3 | 1.1 | 1017 | i | 38 | 0.45 | 943 | -8% | -19 | 760 | 1.1 | 4% | 1.9 | 2.4 | 5.9

(listing goes on)
SMILES | Autophagy HCS | Autophagy HCS cell loss 18 h | bCat nuc transl | bCat nuc transl cell count 5 µM | T cell HTS | T cell HTS vesicle-bound % | Insulin prom up | Insulin prom up cell count | PMI inhibition | Lipid droplet | Lipid droplet cells 6.5 µM | TNAP activation fold | human PMI inhibition | MT stabilize HCS | MT stabilize HCS Hoechst-high % | MT stabilize HCS cytotoxicity %
CC1(c2ccc3noc(-c4cccc(F)c4)c3c2)OCCO1 | i | 1 | -1.7 | 1067 | i | 33 | 0.87 | 1242 | 13% | -4 | 691 | 1 | -3% | 2.3 | 1.3 | 5.0
Cc1nc(COc2ccccc2Cl)sc1-c1ccnc(N)n1 | nt | nt | -0.6 | 1291 | i | 29 | -0.05 | 1044 | nt | 10 | 699 | nt | nt | nt | nt | nt
O=C(CCCCCNc1nc(=S)[nH]c2ccccc12)N1CCN(c2ccccn2)CC1 | i | 5 | 1.2 | 1470 | i | 28 | -0.64 | 806 | 9% | nt | nt | 1 | 14% | 3.4 | 2.3 | 9.4
CC(O)[C@H]1CNC(=O)C(=O)N1CCc1cc(C(F)(F)F)cc(C(F)(F)F)c1 (stereo not given in full) | nt | nt | 0.2 | 1355 | i | 19 | -0.34 | 850 | nt | -20 | 674 | nt | nt | nt | nt | nt
COc1cccc(C(=O)OCCN2CCOCC2)c1 | i | -3 | 2.1 | 961 | i | 50 | -0.04 | 1566 | -9% | -8 | 697 | 1.1 | -5% | 2.4 | 1.3 | 0.1
CCCN1CCC(NC(=S)Nc2ccc(S(N)(=O)=O)cc2)CC1 | i | -34 | 5.8 | 968 | i | 38 | 0.38 | 1424 | 7% | 18 | 745 | 0.9 | 8% | 5.2 | 1.4 | 4.3
COc1cccc(OC)c1OCCNCCO | i | -8 | nt | nt | i | 30 | 0.45 | 1289 | 17% | 1 | 751 | 1.1 | 19% | 2.6 | 3.9 | 16
COc1ccc(N2C(=O)C3[C@@H](C2=O)C2(Cl)C(Cl)=C(Cl)C3(Cl)C2(OC)OC)cc1 (stereo not given in full) | i | 9 | 0.9 | 1079 | i | 34 | 0.06 | 1437 | 12% | 10 | 704 | 1 | 22% | 5.0 | 2.8 | 3.0
Cc1ccc(C)c(NC(=O)C2CC(O)CN2C(=O)OCc2ccccc2)c1 (stereo not given) | i | -2 | -5.9 | 1031 | i | 48 | 0.52 | 1286 | 5% | nt | nt | 1.1 | 2% | 1.8 | 1.9 | 6.0
Cc1ccc(Cc2cnc(NC(=O)/C(C#N)=C/c3ccc(-c4ccccc4[N+](=O)[O-])o3)s2)cc1 | + | 11* | -2.3 | 984 | i | 44 | -0.81 | 1397 | 30% | nt | nt | 0.9 | 1% | 8.0 | 2.0 | 3.8

Screening data as filed in PubChem BioAssay.
